Yfh1-off respiration = enhancers of respiration in Yfh1-depleted yeast, dose response, Friedreich's ataxia, plus single-dose screen (AID 1465); 0.074% of 220,000 active; one-dose fold induction at 50 µM; EC50 in µM for titrated hits; S. cerevisiae Yfh1-off respiration, WST-1 reduction, 72 h; higher fold induction means a stronger effect;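 active = fold induction of absorbance versus untreated yeast above a set limit, then at least 30% activation at any dose in follow-up; inconclusive = repeats straddling the limit, or above it without dose testing; inactive = fold induction below the set limit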;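 also: activators that raise dye reduction in frataxin-depleted yeast; strong numbers were not always called active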
WT yeast gro inh = growth inhibition of WT yeast, mitochondrial fusion screen; mitochondrial fusion phenotypic screen, WT strain; inhibition, % at 10 µM; 2.1% of 190,000 active; AID 1362; in the data active = inhibition above about 58%; tested in S. cerevisiae
XIAP antagonists = small molecules displacing peptide from XIAP – biochemical, IAP family, fluorescence polarization (AID 1018). XIAP BIR domain, fluorescence polarization peptide displacement; higher % means a stronger effect. displacement, % at 20 µM; hits with a dose series show IC50 in µM. 0.007% of 200,000 active; in the data active = displacement above about 50%; also: a part of the inactive calls stands beside numbers as strong as those of hits
RSV CPE inhibition = inhibition of RSV-induced cytopathic effect – HEp-2 cells, primary 10 µM value included (AID 2391) | HEp-2 cells, RSV-induced CPE inhibition; higher % means a stronger effect | CPE inhibition, % at 10 µM, or IC50 in µM where a hit was titrated | 0.13% of 310,000 active; in the data active = a potency from the dose series; inconclusive = CPE inhibition mostly from about 23% at the one dose, without a potency; inactive = the rest, 99 in 100 with CPE inhibition below about 21%; also: strong numbers were not always called active
CSM14.1 death rescue = rescue of cells from ER stress-induced death, primary screen, 384-well, CSM14.1, thapsigargin, ATP luminescence (AID 1222) | one-dose cellular ATP content (survival), % at 20 µM; EC50 in µM for titrated hits | CSM14.1 thapsigargin-induced death rescue, ATP luminescence; higher % means a stronger effect | 190,000 tested, under 10 active;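 active = EC50 below 50 µM in the dose-response confirmation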;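 also: death triggered by thapsigargin at about 15 µM added after 2 h compound pretreatment; cell ATP read after overnight thapsigargin exposure of roughly 18 to 22 hours; normalized against plate controls of thapsigargin alone and 5% DMSO vehicle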
Dengue-2 NS5 capping = flavivirus cap methylation enzyme inhibition – biochemical, confirmation dose response, primary screen (AID 588689); Dengue-2 NS5 methyltransferase capping enzyme assay, biochemical; higher % means a stronger effect; inhibition, % at 25 µM, or IC50 in µM where a hit was titrated; 0.3% of 340,000 active; in the data active = a potency from the dose series; inconclusive = inhibition above about 29% without an active follow-up result
SV40 large T antigen = TAg ATPase/helicase activity blockers – biochemical (AID 1903); SV40 large T antigen ATPase/helicase inhibition assay; higher % means a stronger effect; one-dose inhibition, % at 20 µM; IC50 in µM for titrated hits; 0.39% of 310,000 active; in the data active = a potency from the dose series; inconclusive = inhibition mostly from about 32% at the one dose, without a potency; inactive = the rest, 99 in 100 with inhibition below about 32%; also: strong numbers were not always called active
West Nile virus CPE = inhibition of WNV-induced cytopathic effect – cell-based, CPE readout (AID 1621); West Nile virus-infected cells, CPE inhibition; higher % means a stronger effect; one-dose CPE inhibition, % at 10 µM; IC50 in µM for titrated hits; 0.02% of 290,000 active; in the data active = a potency from the dose series; inconclusive = CPE inhibition mostly from about 3.7% at the one dose, without a potency; inactive = the rest, 99 in 100 with CPE inhibition below about 2.2%; also: strong numbers were not always called active
K1F lysis inhibition = protection from phage-mediated lysis, alamar blue read-out – E. coli UTI89, K1F phage, bacterial capsule biogenesis inhibitors (AID 488966). E. coli UTI89 K1F phage lysis, alamar blue, 2 h; higher % means a stronger effect. inhibition, % at 100 µM; hits with a dose series show IC50 in µM. 0.02% of 340,000 active;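 active = phage lysis inhibition, versus mean bacterial control, above a set limit; inconclusive = no clear call, values can overlap the other calls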;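 also: capsule biogenesis inhibitors block K1F phage lysis so surviving cells raise fluorescence; higher fluorescence means more inhibition of phage lysis; actives were called in the ten point dose series up to 300 µM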
WT yeast gro inh mutant strain = recorded beside WT yeast gro inh, whose call it bears; inhibition, %; mitochondrial fusion phenotypic screen, mutant strain inhibition
Dengue-2 NS5 capping pilot replicate = second read-out of Dengue-2 NS5 capping, no call of its own (marks repeat the call); inhibition, %; measured here: pilot screen replicate inhibition
Active calls of the source: *; i = inactive; ? = inconclusive; . = no result given; [ ] = remark or other dose.

Start of the listing, in advance (three entries):
SMILES	Yfh1-off respiration	WT yeast gro inh	WT yeast gro inh mutant strain	XIAP antagonists	RSV CPE inhibition	CSM14.1 death rescue	Dengue-2 NS5 capping	SV40 large T antigen	West Nile virus CPE	K1F lysis inhibition	others
CCOC(=O)N1CCN(C(=O)c2ccc(CS(=O)(=O)c3c(Cl)cccc3Cl)o2)CC1	i	10	1	-4.3%	3.3%	-2.5%	7%	-1%	-0.7%	-0.2%
O=C(NN/C(=N/S(=O)(=O)c1ccc(Cl)cc1)c1ccccc1)c1ccc(O)cc1	i	-6	4	-2.6%	4.2%	0.9%	-1%	13%	-0.3%	0.3%[50 µM]
Cc1cc2cc(C(c3nnnn3Cc3ccco3)N3CCc4ccccc43)c(=O)[nH]c2cc1C (stereo not drawn)	i	14	4	-2.4%	3.3%	1.6%	18%	54%	-0.1%	-0.5%

This part in full, from the first entry:
SMILES	Yfh1-off respiration	WT yeast gro inh	WT yeast gro inh mutant strain	XIAP antagonists	RSV CPE inhibition	CSM14.1 death rescue	Dengue-2 NS5 capping	SV40 large T antigen	West Nile virus CPE	K1F lysis inhibition	others
CCOC(=O)N1CCN(C(=O)c2ccc(CS(=O)(=O)c3c(Cl)cccc3Cl)o2)CC1	i	10	1	-4.3%	3.3%	-2.5%	7%	-1%	-0.7%	-0.2%
O=C(NN/C(=N/S(=O)(=O)c1ccc(Cl)cc1)c1ccccc1)c1ccc(O)cc1	i	-6	4	-2.6%	4.2%	0.9%	-1%	13%	-0.3%	0.3%[50 µM]
Cc1cc2cc(C(c3nnnn3Cc3ccco3)N3CCc4ccccc43)c(=O)[nH]c2cc1C (stereo not drawn)	i	14	4	-2.4%	3.3%	1.6%	18%	54%	-0.1%	-0.5%
COc1cccc2cc(C(=O)C3=C(O)C(=O)N(CCN(C)C)C3c3ccc(F)cc3)oc12 (stereo not drawn)	i	2	2	-2.8%	0.3%	0.4%	-5%	.	-0.4%	4.6%
O=C(CSc1nnc(CNC(=O)c2ccccc2F)o1)NCc1ccccc1	i	0	4	-3.6%	1.8%	-2.0%	0%	3%	-0.2%	-0.1%
CCCOC(=O)CSc1nnc(-c2ccc(Cl)cc2Cl)o1	i	12	-15	-2.1%	0.7%	0.7%	-10%	-7%	0.3%	-0.2%
Cc1cc(=O)oc2c3c(cc(OCC(=O)NC(Cc4ccc(Cl)cc4)C(=O)O)c12)OC(C)(C)CC3 (stereo not drawn)	.	.	.	.	.	.	0%	9%	-0.1%	5.9%
O=C(N/N=C/C(Br)=C/c1ccccc1)c1ccccc1[N+](=O)[O-]	.	.	.	.	?	.	8%	18%	-1.1%	-1.2%
O=C(Nn1cnnc1)c1csc2ccccc12	i	5	-1	0.2%	0.7%	-3.6%	-2%	3%	0.9%	5.0%
Cc1ccc2nc(-c3ccccn3)cc(C(=O)NC(C)C(C)(C)C)c2c1 (stereo not drawn)	i	20	17	-4.2%	1.9%	-1.5%	0%	10%	-0.7%	0.3%
CC1=CC(C)(C)N2C(=O)C3(NCCc4c3[nH]c3ccccc43)c3cccc1c32 (stereo not drawn)	i	3	-12	-0.2%	1.8%	1.7%	-1%	22%	-1.1%	2.3%
CC(=O)Nc1cc2nc(C)n(Cc3ccccc3[N+](=O)[O-])c2nc1C	.	.	.	.	-0.5%	.	-4%	3%	0.2%	0.8%
O=Cc1ccc(-n2cccn2)cc1	i	-8	-3	-3.5%	0.2%	.	-5%	8%	0.9%	0.2%
CCOc1ccc(NS(=O)(=O)c2cc(C(=O)N3CCN(C(C)=O)CC3)ccc2Cl)cc1	.	.	.	.	1.4%	.	0%	3%	-0.9%	-0.2%
Cc1ccccc1CC(=O)N1CCOCC1	.	.	.	.	2.3%	.	-4%	24%	0.5%	-0.2%	Dengue-2 NS5 capping pilot replicate=-4.9
CC(C)Cn1c(=O)c2ccccc2n2c(CCC(=O)NCC3CCCO3)nnc12 (stereo not drawn)	.	.	.	.	0.9%	.	-1%	10%	-0.1%	0.2%
Cc1cc2cc(CN(Cc3ccc4c(c3)OCO4)Cc3nnnn3C3CCCC3)c(=O)[nH]c2cc1C	i	10	9	-4.5%	0.2%	1.0%	0%	9%	1.0%	-0.3%
COCCNC(=O)CSc1c2c(nc3ccc(Cl)cc13)CCCC2	i	-2	7	-4.8%	0.6%	2.0%	-4%	9%	-1.0%	-0.3%
Cc1ccc(C)c(N2CCN(C(=O)C3CCCN(S(=O)(=O)c4c(C)noc4C)C3)CC2)c1 (stereo not drawn)	i	10	7	-8.5%	6.3%	-2.4%	-3%	5%	-0.2%	2.0%
Cc1occc1-c1nnc(SCC(=O)N(C)C)o1	i	1	-7	-6.0%	-0.2%	-0.4%	-4%	6%	0.6%	0.4%
CCc1c(C)[nH]c(C(=O)OCc2ccccc2)c1C	i	18	-6	-6.4%	.	0.4%	-4%	.	-1.7%	-0.1%
CCC1=Nc2cc(C(=O)NCCN3CCCC3)ccc2Sc2ccc(C)cc21	.	.	.	.	0.8%	.	0%	12%	0.4%	0.3%
Cc1ccc(S(=O)(=O)N(CC2CO2)c2cc(Cl)ccc2Cl)cc1 (stereo not drawn)	.	.	.	.	3.1%	.	-4%	5%	-0.8%	-0.3%
Cc1cc(C(=O)CN2C(=O)NC3(CCCCC3)C2=O)c(C)n1-c1ccc2c(c1)OCO2	i	-17	-18	-3.1%	1.1%	-1.4%	2%	5%	0.1%	2.4%[50 µM]
COc1ccc2occ(C(=O)c3ccccc3)c2c1	i	-15	0	-11%	1.7%	-1.1%	3%	26%	0.6%	0.2%
CC(C)n1c(-c2cccnc2)nc2cnccc21	i	-11	-2	2.0%	2.3%	-0.6%	-1%	21%	2.3%	-0.6%
CCc1nc2ccccc2n1CC(=O)N1CCN(Cc2ccccc2)CC1	i	-2	5	-5.3%	-0.3%	0.1%	.	10%	-1.3%	.
CC1CCCCN1CCn1c(=S)[nH]c2ncccc2c1=O (stereo not drawn)	i	-5	-33	-1.9%	0.7%	2.1%	-12%	3%	0.3%	-0.2%
O=C(O)CC1NC(=O)N(C2CCCCC2)C1=O (stereo not drawn)	i	-1	12	-2.5%	1.0%	-1.9%	-7%	16%	0.1%	1.6%
Cn1c(CCN2CCOCC2)nc2cc(NC(=O)COc3ccccc3)ccc21	i	-11	0	-2.5%	0.6%	-1.4%	-1%	20%	-0.5%	0.3%
O=C1c2cccc3cccc(c23)C(=O)N1CC1CCCO1 (stereo not drawn)	i	12	-3	-5.7%	-0.6%	.	.	9%	-0.1%	0.2%
COc1ccc(N(CC(=O)N/N=C/c2ccccc2F)S(=O)(=O)c2ccccc2)cc1	.	.	.	.	2.3%	.	-1%	7%	-0.3%	-0.4%[50 µM]
COC(=O)C1[C@H]2SC(C)(C)C(C(=O)OC)N2C(=O)N1Cc1nc2ccccc2s1 (stereo partly drawn)	.	.	.	.	-1.6%	.	3%	-2%	0.2%	0.4%
C=CCn1c(=O)c2c(nc(-c3ccc(S(=O)(=O)O)cc3)n2C)n(C)c1=O	i	.	.	.	0.5%	.	-3%	20%	0.1%	2.6%
Cc1ccc2c(c1)c1c(n2CC(O)CN2CCCCCC2)CCCC1 (stereo not drawn)	.	.	.	.	-0.1%	.	5%	2%	0.4%	0.3%
COc1ccc(S(=O)(=O)Nc2cc(C)on2)cc1OC	i	-7	-20	-1.1%	1.6%	3.7%	-5%	2%	0.2%	1.6%
COc1ccc(N2CCN(c3cc(C)c4ccccc4n3)CC2)cc1	i	-1	-3	-5.1%	-0.5%	1.6%	-8%	8%	-0.9%	-0.2%
O=C(Nc1ccccc1Cl)c1sccc1-c1ccccc1	.	.	.	.	7.1%	.	4%	6%	-0.4%	-1.0%
COc1ccc(/C=N/NC(=O)c2cccnc2)cc1CN1CCOCC1	i	.	.	.	1.2%	.	2%	12%	0.3%	-0.8%
CNC(=O)c1ccc(C)c(NC(=O)C2=C(C)OCCS2)c1	.	.	.	.	2.0%	.	-1%	7%	0.3%	-0.2%

Grouped by structure, the compounds so far containing a thiophene ring, fused or not (two)
SMILES	Yfh1-off respiration	WT yeast gro inh	WT yeast gro inh mutant strain	XIAP antagonists	RSV CPE inhibition	CSM14.1 death rescue	Dengue-2 NS5 capping	SV40 large T antigen	West Nile virus CPE	K1F lysis inhibition	others
O=C(Nn1cnnc1)c1csc2ccccc12	i	5	-1	0.2%	0.7%	-3.6%	-2%	3%	0.9%	5.0%
O=C(Nc1ccccc1Cl)c1sccc1-c1ccccc1	.	.	.	.	7.1%	.	4%	6%	-0.4%	-1.0%

Next part
SMILES	Yfh1-off respiration	WT yeast gro inh	WT yeast gro inh mutant strain	XIAP antagonists	RSV CPE inhibition	CSM14.1 death rescue	Dengue-2 NS5 capping	SV40 large T antigen	West Nile virus CPE	K1F lysis inhibition	others
Cc1ccc2c3c1C(=O)C(=O)N3C(C)(C)CC2C (stereo not drawn)	i	4	1	-6.0%	-0.4%	-2.1%	-6%	3%	-0.3%	0.1%
COc1ccc(/C(C)=N/Nc2cccc(C(=O)O)c2)cc1OC	i	-13	-2	-11%	3.1%	-1.9%	5%	8%	0.2%	0.1%
COc1ccc(NC(=O)NC(C)(C(F)(F)F)C(F)(F)F)cc1	i	-8	0	-1.3%	1.5%	-1.8%	1%	1%	0.1%	0.3%
Cc1ccccc1OCCC(=O)Nc1cc(S(=O)(=O)N2CCOCC2)ccc1OC(C)C	.	.	.	.	11%	.	-3%	4%	-0.6%	0.1%
O=C(N/N=C/c1ccc(Cl)cc1)c1nc2ccc([N+](=O)[O-])cc2c(=O)[nH]1	i	18	8	-1.1%	6.3%	-2.0%	15%	26%	0.1%	0.0%
COc1ccc(N2C(=O)CC2(/C=C/c2ccccc2OC)C(=O)NC2CCCC2)cc1 (stereo not drawn)	i	35	8	-5.2%	3.3%	1.1%	-1%	6%	-1.1%	-0.7%
CCCCn1c(N)c(N(CC)C(=O)C(c2ccccc2)c2ccccc2)c(=O)[nH]c1=O	i	-21	18	-4.4%	-0.7%	-0.8%	-4%	13%	0.0%	1.6%
Cc1ccc(C(=S)N2CCN(Cc3ccccc3)CC2)cc1	i	22	25	-0.1%	0.3%	-1.0%	0%	2%	-1.3%	0.7%
Cc1ccc(N(NC(=O)C(C)(C)O)C(=O)c2ccccc2)cc1C	i	-7	2	-7.4%	0.6%	-1.6%	3%	5%	-0.3%	0.0%
Cc1cccc(NC(=O)C2CCN(S(=O)(=O)c3ccc4c(c3)NC(=O)CO4)CC2)c1C	.	.	.	.	0.6%	.	-8%	8%	-0.2%	2.8%
CC1CC=C2C(C#N)=C(N)C(C#N)(C#N)C(c3cccs3)C2C1 (stereo not drawn)	.	-6	6	-4.0%	2.8%	4.0%	?	9%	.	-0.4%
Cc1cc(C(=O)NCc2ccccc2F)c2ccccc2n1	.	.	.	.	0.2%	.	-63%	10%	-0.4%	1.3%

Screens from PubChem.
